From PubChem
HT1080NT lethal: kills 2HG-producing HT-1080-NT fibrosarcoma cells; HT-1080-NT fibrosarcoma viability, CellTiter-Glo ATP luminescence, 48 h; Potency, µM (highest dose often 46.1 µM), for inactives: top-dose activity, negative = less viability, most hits filed as cytotoxic; hit rate 1.6% among 360,000;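 note: NT is the 2HG producing partner of a matched IDH1 knockdown line; potency is the fitted concentration of half-maximal effect; 0% = DMSO-treated cells and -100% = media-only wells without cells; nearly all actives have a fitted effect of over 55% in size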
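HT-1080-NT; 750 cells/well; 5% FBS RPMI; 48 h compound, 37 degrees C; CellTiter-Glo luminescence; curve fitting and curve-class assignment.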
IL1B secr inh: inflammasome signaling inhibition, IL-1 beta readout | activity change, % at 57.5 µM | hit rate 4.7% among 360,000 | THP-1 LPS/ATP IL-1B secretion, AlphaLISA, 16 h; hits give low values | AID 743279; in the data active = activity change below about -50%; inconclusive = mostly about -30% to -49%; note: % is set by controls: 0 for no effect and ±100 for the full control effect
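THP-1 cells pretreated 1 hr with compounds (up to 57.5 uM final), then stimulated with LPS (250 ng/mL final) plus ATP (1.25 mM final); secreted IL-1B measured by AlphaLISA after 16 hr, decreased signal indicating inhibition.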
ATXN viability: reduces viability in counter-screen for ATXN expression inhibitors | hit rate 0.49% among 400,000 | Potency, µM (top dose mostly 56.7 µM), hits mostly cytotoxic | AID 651635 | S2 cells (HEK-293 line with an ATXN2-luciferase reporter) viability, CellTiter-Fluor protease fluorescence, 24 h; note: potency is the fitted concentration of half-maximal effect; nearly all actives have a fitted effect of over 40% in size
ATXN2 expr inh: ATXN2 expression inhibition | HEK-293 ATXN2-luciferase reporter, luminescence, 24 h | Potency, µM (doses to about 57 µM), for the others: at the top dose activity change, negative = inhibition, actives largely listed as inhibitors | hit rate 0.72% among 360,000 | AID 1745845; note: potency is the fitted concentration of half-maximal effect; % is set by controls: 0 for no effect and ±100 for the full control effect; nearly all actives have a fitted effect of over 55% in size
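qHTS (up to 57 uM final) was run with 24 h compound exposure of reporter cells at 37 °C. Each well was multiplexed: SteadyGlo luminescence measured ATXN2-luciferase expression after a fluorogenic Gly-Phe-AFC viability readout (25 uM final).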
MCF10A rerep: DNA re-replication induction in MCF 10a cells; Potency, µM (series often up to 46.1 µM), for the others: top-dose activity, positive = re-replication, usual class: activators; hit rate 2.9% among 350,000; MCF 10A DNA re-replication, Hoechst nuclear intensity, 48 h; note: potency is the fitted concentration of half-maximal effect; % of control where 0% means no effect; nearly all actives have a fitted effect of over 50% in size
SW480 rerep: induces DNA re-replication in SW480 colon adenocarcinoma cells; SW480 DNA re-replication, Hoechst DNA content imaging, 48 h; Potency, µM (top dose mostly 46.1 µM), inactives show top-dose re-replication activation, usual class: activators; hit rate 1.8% among 340,000; AID 624297; note: potency is the fitted concentration of half-maximal effect; % of control where 0% means no effect; nearly all actives have a fitted effect of over 55% in size
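First, 250 cells per well were seeded. Next, compound or vehicle (23 nL) was pinned in, plates sat 48 hr at 37 C. Finally Hoechst was added for 40 min before fluorescence scanning.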
KB-3-1 cytotox: KB-3-1 parental cell cytotoxicity; hit rate 1.4% among 400,000; Potency, µM (series often up to 46.1 µM), inactives show top-dose activity change, negative = cytotoxic, usual class: cytotoxic; KB-3-1 viability, CellTiter-Glo ATP luminescence, 72 h; note: potency is the fitted concentration of half-maximal effect; % is set by controls: 0 for no effect and ±100 for the full control effect; nearly all actives have a fitted effect of over 60% in size
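Cytotoxicity measured as CellTiter-Glo luminescence after 72 h at 37 C. Compound titrations were pinned onto drug-naive KB-3-1 parental adenocarcinoma cells grown in DMEM with 10% FBS, and normalized data fitted to concentration-response curves.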
HT1080 IDH1KD tx: toxicity to HT-1080 IDH1 knockdown cells (counter line) | HT-1080 IDH1 knockdown viability, ATP luminescence, 48 h | Potency, µM (series often up to 46.1 µM), without a hit: at the highest dose activity, negative = toxicity, usual class: cytotoxic | hit rate 2% among 360,000 | AID 686971;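 note: potency is the fitted concentration of half-maximal effect; 0% = DMSO wells and -100% = cell-free medium wells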
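% activity derives from luminescence (CellTiter-Glo), normalised to DMSO and no-cell wells. HT-1080-IDH1KD cells, 750/well, had 48 h compound exposure at 37 °C.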
HepG2 viability: kills HepG2 cells in TGF-b inhibitor counter-screen; HepG2 CAGA-GFP viability, ATP luminescence, 18 h; Potency, µM (highest dose often 46.1 µM), for inactives: at the highest dose activity change, negative = cytotoxicity, hits mostly cytotoxic; hit rate 0.76% among 410,000; note: potency is the fitted concentration of half-maximal effect; some results filed as inactive show a strong effect at the top dose
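HepG2 CAGA-GFP cells (1000/well, DMEM with 1% FBS) received compound, then TGF-beta at 500 pg/mL final, and were incubated 18 hours at 37 degrees C. Viability was read by CellTiter-Glo luminescence. Media-only wells were set as complete cell-killing and DMSO as no toxicity.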
The depositor's hits bear a star; i = inactive; ? = inconclusive; . = no result given; [ ] = remark or other dose. Unless noted, calls come from the whole dose curve; as a rule, active = well fitted curve in the direction sought with a large enough effect; inconclusive = small, poorly fitted or top-dose-only effect, or another doubt; inactive = no such curve, though single readings can be large; an effect the other way counts as inactive or inconclusive. An unsorted share of the library; about 8.9% have a hit in one of these screens.

The first 7 entries, ahead of the listing:
SMILES	HT1080NT lethal	IL1B secr inh	ATXN viability	ATXN2 expr inh	MCF10A rerep	SW480 rerep	KB-3-1 cytotox	HT1080 IDH1KD tx	HepG2 viability
O=C(CN(Cc1ccccc1)C(=O)CCC(=O)Nc1ccccn1)NCc1ccc(F)cc1	16%	8	i	1%	3%	-11%	?	0%	18%
Nc1cccc(Nc2nc(OC(C(F)(F)F)C(F)(F)F)nc(OC(C(F)(F)F)C(F)(F)F)n2)c1	?	-89*	i	-25%	?	0%[9.22 µM]	18µM*	?	11µM*
Cc1ccc(N=c2c([N+](=O)[O-])nn(-c3ccc(Cl)cc3)n2O)cc1C	19%	23	i	4%	-5%	-4%	1%	26%	-6%
N#Cc1nc(Cl)c(Cl)c(NN)c1Cl	-20%	-54*	i	-14%	0%	-6%	?	-13%	-22%
CCOC(=O)N=S(N)(=O)c1ccc(Cl)cc1 (stereo unspecified)	12%	27	i	-1%	-5%	3%[9.22 µM]	1%	-7%	-51%
O=C(CSc1nnc(Cc2ccccc2)o1)Nc1ccc(N2CCOCC2)cc1	7%	0	i	1%	-4%	-7%	0%	4%	0%
COc1ccc(Cn2c(=O)oc3ccccc32)cc1F	-15%	11	i	-4%	-17%	2%	13%	-17%	-2%

The whole of this part, repeating the preview:
SMILES	HT1080NT lethal	IL1B secr inh	ATXN viability	ATXN2 expr inh	MCF10A rerep	SW480 rerep	KB-3-1 cytotox	HT1080 IDH1KD tx	HepG2 viability
O=C(CN(Cc1ccccc1)C(=O)CCC(=O)Nc1ccccn1)NCc1ccc(F)cc1	16%	8	i	1%	3%	-11%	?	0%	18%
Nc1cccc(Nc2nc(OC(C(F)(F)F)C(F)(F)F)nc(OC(C(F)(F)F)C(F)(F)F)n2)c1	?	-89*	i	-25%	?	0%[9.22 µM]	18µM*	?	11µM*
Cc1ccc(N=c2c([N+](=O)[O-])nn(-c3ccc(Cl)cc3)n2O)cc1C	19%	23	i	4%	-5%	-4%	1%	26%	-6%
N#Cc1nc(Cl)c(Cl)c(NN)c1Cl	-20%	-54*	i	-14%	0%	-6%	?	-13%	-22%
CCOC(=O)N=S(N)(=O)c1ccc(Cl)cc1 (stereo unspecified)	12%	27	i	-1%	-5%	3%[9.22 µM]	1%	-7%	-51%
O=C(CSc1nnc(Cc2ccccc2)o1)Nc1ccc(N2CCOCC2)cc1	7%	0	i	1%	-4%	-7%	0%	4%	0%
COc1ccc(Cn2c(=O)oc3ccccc32)cc1F	-15%	11	i	-4%	-17%	2%	13%	-17%	-2%
COc1ccc(N2C(=O)C3CCCN3C2c2ccccc2OC)cc1 (stereo unspecified)	-6%	19	i	2%	-2%	1%	9%	-6%	5%
Cc1cccnc1NC(=O)CNC(=O)C12CC3CC(CC(C3)C1)C2	2%	14	i	-7%	0%	-12%	15%	-9%	-1%
CS(=O)(=O)c1cnc2c(-c3ccsc3)cnn2c1N	19%	24	.	30%	1%	-1%	0%	10%	-75%
O=C(CN1CCN(Cc2ccc(Cl)cc2)CC1)N/N=C/C=C/c1ccccc1[N+](=O)[O-]	0%	-5	?	-18%	?	18%	21µM*	-3%	-5%
O=C(OCC(=O)N1CCc2ccccc21)c1ccccn1	-2%	9	i	-3%	0%	-1%	1%	-3%	-93%
O=C(Cc1ccccc1)N1CCN(C(=O)c2cccs2)CC1	15%	-9	i	1%	0%	-5%	13%	2%	2%
CCC[C@@H]1CCCC/C=C\CCCC(=O)OCCN1C(=O)OC(C)(C)C	-1%	-3	?	?	0%	-3%	2%	-2%	-6%
CC(C)(C)NC(=O)CN(CC1CCCO1)C(=O)CNS(=O)(=O)c1ccc(F)cc1 (stereo unspecified)	2%	7	i	-2%	-7%	?	-17%	15%	-9%
COc1ccc(S(=O)(=O)N(C(=O)c2ccncc2)c2ccc3oc4c(c3c2)CCCC4)cc1	-21%	23	?	-23%	3.3µM*	?	?	?	-59%
COc1ccc(Oc2ncnc3c2oc2ccccc23)cc1	.	.	i	36%	.	.	2%	.	5%
OC(c1ccccc1)c1ncc(-c2ccc(Cl)cc2)[nH]1 (stereo unspecified)	21%	19	i	52%[activator]	.	.	0%	0%	-5%
CCOC(=O)C1CCN(c2c(C(=O)c3ccccc3)cnc3ccc(Cl)cc23)CC1	1%	37	i	-6%	-6%	-2%	4%	-1%	-4%
COc1ccc(/C=N/NC(=O)c2cc(C(C)(C)C)[nH]n2)cc1COc1ccc(F)cc1F	?	-77*	i	-16%[11.3 µM]	21%	0%	?	?	-24%
O=C(C1CCCN(S(=O)(=O)c2ccc([N+](=O)[O-])cc2)C1)N1CCCCC1 (stereo unspecified)	-9%	8	?	-20%	0%	-7%	.	-6%	-21%
Cc1ccc(C(=O)N[C@@H](Cc2ccccc2)C(=O)N2CCC3(CC2)NCCc2[nH]cnc23)cc1C	1%	3	i	.	-6%	-6%	2%	0%	-16%
COc1ccc(Cl)cc1C(=O)Nc1ccc(NC(C)=O)cc1	0%	-14	i	-3%	-7%	-27%	3%	-2%	10%
CC1(C(=O)NS(=O)(=O)c2ccccc2OC(F)(F)F)CCN1C(=O)c1ccco1 (stereo unspecified)	14%	24	i	6%	.	.	3%	13%	-2%
COc1cc(C(=O)NCC(c2cccnc2)N2CCN(C)CC2)cc(OC)c1OC (stereo unspecified)	4%	10	i	-5%	1%	-6%	9%	0%	-28%
CCOc1ccc(/C=N/NC(=O)CC(=O)Nc2ccc(Cl)c(Cl)c2)cc1	-24%	2	i	-10%	20%	-7%	8%	?	-24%
CC(=O)Nc1cccc(OCC(=O)NCCC2=CCCCC2)c1	17%	0	i	14%	-8%	-8%	16%	16%	3%
Cc1nnc(NC(=O)CN2C(=O)NC3(CCCC3)C2=O)s1	11%	0	i	5%	1%	-13%	15%	5%	-21%
COc1cc(/C=N/N=C2/NC(=O)C(CC(=O)O)S2)ccc1OCc1cccc(Cl)c1 (stereo unspecified)	-15%	34	i	21%	24%	-3%	24%	-2%	-5%
O=C(CSc1nc2ccccc2c(=O)n1CC1CCCO1)Nc1ccccc1 (stereo unspecified)	-6%	-17	i	-14%	13%	14%	0%	2%	-18%
Cc1ccnc(Nc2ccc(CCO)cc2)n1	18%	20	i	-1%	.	.	0%	12%	7%
O=C(CNC(=O)c1ccc(Cl)cc1Cl)OCn1nnc2ccccc2c1=O	11%	-3	i	-2%	1%	-1%	-4%	-1%	-36%
CCOC(=O)c1c(/N=C/c2ccc(C)cc2O)sc2c1CCN(C)C2	-12%	-15	i	-7%	2%	?	?	4%	-19%
CCC(C)c1ccc(NC(=O)NCCN2CCCCC2)cc1 (stereo unspecified)	?	-52*	i	-14%	-14%	?	-8%	?	-19%
CCCCn1c(SCC(=O)Nc2oc(C)c3c(C)n[nH]c(=O)c23)nc2cc(S(N)(=O)=O)ccc21	-7%	-6	i	3%	19%	1%	1%	0%	0%
CCc1nc(SCC(=O)c2cccc([N+](=O)[O-])c2)n[nH]1	13%	12	i	-3%	-2%	-11%	5%	15%	-10%
CCOC(=O)c1cnn2c(C(F)(F)F)cc(-c3ccccc3)nc12	-2%	-2	?	-12%	-4%	0%	-1%	2%[9.24 µM]	1%
CCOC(=O)C1=C(O)C(=O)N(c2ccc(S(N)(=O)=O)cc2)C1c1ccc(Cl)cc1 (stereo unspecified)	24%	4	i	0%	-4%	2%	14%	21%	4%
CC1(C)Cc2ccccc2C(NNC(=O)c2cccnc2)=N1	22%	3	i	3%	0%	-6%	-4%	12%	4%
COc1cc(/C=C(/NC(=O)c2ccccc2)C(=O)Nc2ccc(O)cc2)c([N+](=O)[O-])cc1OC	14%	-2	i	12%	-3%	0%	3%	11%	-13%

Quoted from the entries so far for reference:
SMILES	HT1080NT lethal	IL1B secr inh	ATXN viability	ATXN2 expr inh	MCF10A rerep	SW480 rerep	KB-3-1 cytotox	HT1080 IDH1KD tx	HepG2 viability
O=C(CN(Cc1ccccc1)C(=O)CCC(=O)Nc1ccccn1)NCc1ccc(F)cc1	16%	8	i	1%	3%	-11%	?	0%	18%
Nc1cccc(Nc2nc(OC(C(F)(F)F)C(F)(F)F)nc(OC(C(F)(F)F)C(F)(F)F)n2)c1	?	-89*	i	-25%	?	0%[9.22 µM]	18µM*	?	11µM*
Cc1ccc(N=c2c([N+](=O)[O-])nn(-c3ccc(Cl)cc3)n2O)cc1C	19%	23	i	4%	-5%	-4%	1%	26%	-6%
N#Cc1nc(Cl)c(Cl)c(NN)c1Cl	-20%	-54*	i	-14%	0%	-6%	?	-13%	-22%

Next section:
SMILES	HT1080NT lethal	IL1B secr inh	ATXN viability	ATXN2 expr inh	MCF10A rerep	SW480 rerep	KB-3-1 cytotox	HT1080 IDH1KD tx	HepG2 viability
O=C(NNC(=O)[C@@H]1CCCC[C@@H]1C(=O)O)c1cccs1	18%	18	i	4%	2%	-7%	-7%	12%	2%
Cc1cccc(-n2c(CNC(=O)c3ccc(S(=O)(=O)N(C)C)cc3)nnc2SCC(=O)Nc2ccc(F)cc2)c1	16%	-1	i	2%	1%	5%	?	6%	4%
CCCCCNC(=O)c1ccc2c(=O)[nH]c3c(C(=O)NCC4CCCO4)sc(=S)n3c2c1 (stereo unspecified)	3%	4	i	3%	?	0%	0%	-3%	-11%
O=C(N=c1nc2ccccn2s1)c1ccccc1	-26%	4	i	11%	-15%	?	-9%	-27%	-34%
